UPR XBP1 act – adaptive UPR (XBP1) activation; CHO-XBP1 luciferase reporter, IRE1-XBP1 UPR activation, luminescence; percent of tunicamycin response, DMSO as zero; activation, % at 20 µM; 330,000 compounds, 0.33% hits;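 active means versus positive control, 20 µM dose yields 30% or more activation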;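 further: 100% = tunicamycin at 10 µg/mL and 0% = DMSO only wells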
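Assay system: IRE1-XBP1 luciferase reporter CHO line. Input: 1000 cells/well. Buffer or medium: F12 with 10% serum. Doses: 20 µM, 1% DMSO. Times: overnight seeding at 37 °C, 6 h compound treatment at 37 °C. Technique: Steady-Glo luciferase glow luminescence, 10 min after reagent addition.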
Mdm2 MdmX PPI – disrupts the human Mdm2-MdmX interaction; AID 485346; O15151+Q00987; inhibition, % at 8 µM; 330,000 compounds, 3% hits; SaOS-2 split-luciferase Mdm2/MdmX complementation, luminescence;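 active means inhibition of at least 50% at 8 µM in the primary screen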
Target sequence (O15151 whole entry, looked up): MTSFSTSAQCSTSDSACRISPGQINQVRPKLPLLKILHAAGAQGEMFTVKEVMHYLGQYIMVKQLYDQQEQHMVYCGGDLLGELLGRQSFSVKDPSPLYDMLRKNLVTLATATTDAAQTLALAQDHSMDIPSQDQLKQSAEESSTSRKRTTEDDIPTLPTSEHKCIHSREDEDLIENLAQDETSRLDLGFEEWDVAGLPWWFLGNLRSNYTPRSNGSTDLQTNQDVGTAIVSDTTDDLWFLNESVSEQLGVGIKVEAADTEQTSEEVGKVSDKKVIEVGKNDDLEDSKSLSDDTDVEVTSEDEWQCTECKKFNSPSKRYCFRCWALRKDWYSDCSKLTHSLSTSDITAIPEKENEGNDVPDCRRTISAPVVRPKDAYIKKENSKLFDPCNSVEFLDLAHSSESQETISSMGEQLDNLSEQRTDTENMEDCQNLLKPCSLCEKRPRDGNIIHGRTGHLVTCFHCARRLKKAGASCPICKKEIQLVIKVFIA
Target sequence (Q00987 whole entry, looked up): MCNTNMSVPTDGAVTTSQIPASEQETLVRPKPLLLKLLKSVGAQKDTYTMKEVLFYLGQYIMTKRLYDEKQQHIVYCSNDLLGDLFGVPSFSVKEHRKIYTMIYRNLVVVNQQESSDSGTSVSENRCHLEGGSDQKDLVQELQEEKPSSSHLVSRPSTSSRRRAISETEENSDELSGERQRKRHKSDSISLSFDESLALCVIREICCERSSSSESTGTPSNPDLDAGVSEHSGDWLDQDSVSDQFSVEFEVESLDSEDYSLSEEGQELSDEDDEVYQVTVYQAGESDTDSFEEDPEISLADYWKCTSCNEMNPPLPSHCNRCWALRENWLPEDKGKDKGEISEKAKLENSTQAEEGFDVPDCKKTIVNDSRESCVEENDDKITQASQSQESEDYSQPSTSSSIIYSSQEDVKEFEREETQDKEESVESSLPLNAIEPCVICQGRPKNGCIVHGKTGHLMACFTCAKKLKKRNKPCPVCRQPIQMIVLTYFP
Jurkat NFkB inh – inhibitors of the PMA/ionomycin-induced NF-kB reporter in Jurkat cells. PMA/ionomycin-induced NF-kB luciferase reporter, luminescence. AID 435003. 330,000 compounds, 0.53% hits. inhibition, % at 4 µM; in the data active means inhibition above about 50%
APJ ag – APJ receptor agonism; CHO-K1 APJ PathHunter beta-arrestin, luminescence; 0% DMSO wells, 100% apelin; activation, % at 20 µM; 330,000 compounds, 0.11% hits; AID 2520;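 active means activation more than six SD over the plate average, tested at 20 µM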;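 further: 0% = DMSO alone and 100% = apelin-13 at 10 nM; some results filed as inactive read as strong as hits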
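Material: CHO-K1 APJ beta-arrestin complementation cell line; Input: cell density 1000 per well; Incubation: compound stimulation 90 min at 25 °C, detection 60 min; Signal: luminescence from split beta-galactosidase complementation, Galacton Star/Emerald II substrate; Controls: DMSO-only wells as negative, 10 nM Apelin-13 as positive control.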
697 NFkB inh – inhibitors of the PMA/ionomycin-induced NF-kB reporter in 697 B cells; 697 B-cell NF-kB luciferase reporter, 16 h; inhibition, % at 4 µM; 330,000 compounds, 0.33% hits; in the data active means inhibition above about 35%
tim23-1 inh – inhibits growth of tim23-1 mutant yeast; S. cerevisiae tim23-1 growth, BacTiter-Glo luminescence, 24 h; 330,000 compounds, 1.3% hits; inhibition, % at 20 µM; AID 463212;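 active means growth inhibition of the mutant yeast at or above 50%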;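 further: temperature-sensitive mutant grown at 25 °C; plate controls were DMSO-treated mutant yeast for no effect and medium wells lacking yeast for full effect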
CHOP UPR activ – activators of apoptotic arm of unfolded protein response (CHOP); CHO-CHOP luciferase reporter, UPR activation, luminescence; percent of tunicamycin response over DMSO baseline; activation, % at 10 µM; 330,000 compounds, 0.34% hits;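 active means at 10 µM dose, activation of 40% or more, normalized to positive control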;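 further: 100% = tunicamycin at 10 µg/mL and 0% = DMSO alone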
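Test system: CHO-CHOP cells, stable luciferase reporter of PERK-eIF2a-CHOP signalling | Quantity: 500 CHO-CHOP cells per well | Buffer or medium: F12 plus 10% serum | Compound dosing: 10 µM single point, 0.5% DMSO | Schedule: 6 h compound treatment, 37 °C | Signal: Luciferase luminescence | Control set: Tunicamycin high control, DMSO low control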
APJ antagonist – APJ receptor antagonism. inhibition, % at 20 µM. AID 2521. P35414. 330,000 compounds, 0.32% hits. CHO-K1 APJ beta-arrestin complementation, luminescence;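 active means inhibition above about 40% at 20 µM, limit read from the data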;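 further: cells challenged with 10 nM apelin-13 agonist together with compound; plate controls were apelin-13 plus DMSO wells for no effect and DMSO wells lacking apelin-13 for full effect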
* marks the source's active call; other numbers are inactive results.

SMILES	UPR XBP1 act	Mdm2 MdmX PPI	Jurkat NFkB inh	APJ ag	697 NFkB inh	tim23-1 inh	CHOP UPR activ	APJ antagonist
CC(=O)Oc1ccc(Nc2ccccc2)cc1	1	19	-10	4	-13	12	0.9	-20
O=C(Nc1ccc(Cl)c(S(=O)(=O)Nc2ccccc2Cl)c1)c1cccs1	-1	22	-5	-2	3	53*	1.0	-8
COc1ccc(OC)c(NS(=O)(=O)c2ccc(NC(=O)C3COc4ccccc4O3)cc2)c1 (stereo not drawn)	-5	23	14	-2	4	23	-1.6	9
CC(C)C(NS(=O)(=O)c1cccc2nsnc12)C(=O)NCCC1=CCCCC1 (stereo not drawn)	-1	31	-9	-4	9	11	-0.2	12
CN(CC(=O)Nc1ccc(F)c(F)c1F)C(=O)CCc1nc2sc3c(c2c(=O)[nH]1)CCCC3	-2	28	5	-5	15	-14	1.9	15
Cc1nnc(SCc2ccc(C(=O)c3ccc(Cl)cc3)o2)n1-c1ccccc1	-4	16	-6	-6	-11	7	-0.5	6
COc1ccc(-c2nc(CS(=O)(=O)CC(=O)NCc3ccc(F)cc3)c(C)o2)cc1	-5	22	10	2	-5	10	1.8	-16
COc1cc(OC)cc(C(=O)NNC(=O)c2ccc(-n3cncn3)c([N+](=O)[O-])c2)c1	-1	-16	11	-3	23	9	1.8	11
CCS(=O)(=O)NCCc1csc(-c2cccnc2)n1	0	16	-2	-3	5	-7	-0.6	8
COc1ccc(C(=O)COc2ccc(NC(C)=O)cc2)cc1	0	-10	-7	-1	-12	15	0.7	6
COC(=O)c1c(C)[nH]c(C(=O)OCC(=O)c2c(N)n(CC(C)C)c(=O)n(C)c2=O)c1C	0	29	4	1	-14	9	0.9	5
O=C(/C=C/c1ccccc1[N+](=O)[O-])NCc1ccc(Cl)cc1	0	4	-1	-3	-1	-1	-0.3	16
Cc1ccccc1NC(=S)N/N=C1\CC(C)(C)Oc2ccc(O)cc21	1	51*	6	-4	1	4	0.4	26
COc1ccc(CNC(=O)C2=C(C)C(=O)OC23CCC(C)CC3)cc1 (stereo not drawn)	-3	3	2	-1	13	11	0.7	17
CC(CCc1ccco1)NC(=O)Cn1ncc2c(=O)oc3ccccc3c21 (stereo not drawn)	2	1	-4	-4	-8	-14	1.0	-2

Some of the entries so far, in CSV form:
canonical_smiles,UPR XBP1 act,Mdm2 MdmX PPI,Jurkat NFkB inh,APJ ag,697 NFkB inh,tim23-1 inh,CHOP UPR activ,APJ antagonist
COc1cc(OC)cc(C(=O)NNC(=O)c2ccc(-n3cncn3)c([N+](=O)[O-])c2)c1,-1,-16,11,-3,23,9,1.8,11
CCS(=O)(=O)NCCc1csc(-c2cccnc2)n1,0,16,-2,-3,5,-7,-0.6,8
COc1ccc(C(=O)COc2ccc(NC(C)=O)cc2)cc1,0,-10,-7,-1,-12,15,0.7,6
COC(=O)c1c(C)[nH]c(C(=O)OCC(=O)c2c(N)n(CC(C)C)c(=O)n(C)c2=O)c1C,0,29,4,1,-14,9,0.9,5
O=C(/C=C/c1ccccc1[N+](=O)[O-])NCc1ccc(Cl)cc1,0,4,-1,-3,-1,-1,-0.3,16

(further entries)
SMILES	UPR XBP1 act	Mdm2 MdmX PPI	Jurkat NFkB inh	APJ ag	697 NFkB inh	tim23-1 inh	CHOP UPR activ	APJ antagonist
O=c1oc2cc(OCc3ccc(C(F)(F)F)cc3)ccc2cc1-c1ccccn1	-3	-39	5	0	6	7	0.6	15
COc1cc(-c2cc(=O)c3ccccc3o2)ccc1O	10	-24	-26	-2	-33	25	3.7	11
O=C(COc1nc2ccccc2nc1N1CCOCC1)NCC(F)(F)F	2	17	-2	-2	16	1	0.1	-1
CC(C)n1c(=O)[nH][nH]c1=S	-1	-7	19	-4	11	10	1.9	-20
Cc1ccc(NC(=O)C(C)SCc2nc3sc4c(c3c(=O)[nH]2)CCCC4)nc1 (stereo not drawn)	-4	13	8	2	-1	12	1.9	17
CCOC(=O)c1ccc(NC2=CC(=O)CC(c3ccco3)C2)cc1 (stereo not drawn)	2	-15	-15	-2	16	3	5.2	-8
COc1ccc2c(=O)c3c(=O)n(Cc4ccco4)c(-c4cc(OC)c(OC)c(OC)c4)nc3oc2c1	3	15	2	-3	30	2	-1.6	3
COc1cccc(NC(=O)CN(C)CC(=O)NC(C)c2ccccc2)c1 (stereo not drawn)	-3	34	17	0	22	-11	0.4	1
CCCCc1c(O)cc(C)[nH]c1=O	-5	-30	-9	1	7	16	0.1	-23
Clc1cc(Br)ccc1OCCCn1ccnc1	0	-4	-23	-3	-3	-66	0.9	11
CCNC(=O)CSc1nnc(-c2ccccc2Br)n1-c1cccc(C(F)(F)F)c1	0	6	5	-2	-4	-2	-1.3	5
COc1cccc(C(=O)/C=C/Nc2ccc(NC(C)=O)cc2)c1	1	-17	-48	3	-54	15	1.8	-1
O=C(NN=C1CCCCCC1)c1cccnc1	-2	-12	3	-2	11	-7	0.3	5
CCC(CO)NC(=O)c1ccccc1C(F)(F)F (stereo not drawn)	1	-2	-3	0	33	5	0.8	2
COC(=O)c1cc(S(=O)(=O)NCC2CCN(CCc3ccc(OC)cc3)CC2)c[nH]1	-3	9	18	7	-23	-4	2.6	15
Fc1ccc(N2CCN(c3nc(CN4CCOCC4)nc4scc(-c5ccccc5)c34)CC2)cc1	3	-5	-15	-3	-37	49	-0.5	3
Cc1cc(C(=O)N/N=C/c2ccc(OCc3ccccc3)cc2)c(C)o1	0	23	-20	0	-15	32	1.3	-14
CC(C)c1ccc(N(CC(=O)N2CCN(Cc3ccccc3)CC2)S(C)(=O)=O)cc1	-3	-2	-6	1	6	13	0.7	-10
O=C(Nn1cc(C(=O)Nc2ccc(F)cc2F)c2ccccc2c1=O)c1cnccn1	-2	14	4	-6	4	8	-1.6	14
Cc1cc(C)nc(N/N=C/c2ccccc2Cl)n1	4	-36	-23	-1	-15	-16	4.7	20
Cn1c(SCc2ccc(F)cc2)nnc1-c1cccs1	-1	-31	-75	-4	-43	32	3.5	7
Cc1cc(C)c2nc(N3CCC(C(=O)NCc4ccccn4)CC3)sc2c1	-4	-37	-10	1	-90	-10	0.5	-4
CCNC(=O)COC(=O)c1ccc(NS(=O)(=O)c2ccc3c(c2)OCCO3)cc1	1	12	35	-2	5	11	0.6	14
CC(C)(C)c1cc(C(=O)O)n(Cc2ccc(Cl)cc2Cl)n1	-2	14	-1	-3	18	-6	-0.7	13
Cc1ccc(S(=O)(=O)NCCNC(=O)CN2CCCC2)cc1	0	10	1	1	8	11	-0.2	-8
CN(C)S(=O)(=O)c1ccc(N2CCCC2)c(C(=O)Nc2nc3c(ccc4ccccc43)s2)c1	1	27	-28	2	-7	7	1.2	-12
CC(C)=CCN1CCN(CCCc2ccccc2)CC1CCO (stereo not drawn)	0	1	1	-4	-7	-3	3.0	-12
CN1CCN(S(=O)(=O)c2ccc(Cl)s2)CC1	-3	18	4	-2	13	-7	1.2	18
CC(C)=C1C2CCC1C1C(=O)N(NC(=O)COc3ccc(Cl)c(C)c3)C(=O)C21 (stereo not drawn)	1	-8	9	0	12	35	-2.2	1
Cc1[nH]n(-c2ccccc2)c(=O)c1S(=O)(=O)c1ccccc1	-2	-33	-3	-4	20	28	-0.1	4

Individual results from the list.
Reading for O=C(Nn1cc(C(=O)Nc2ccc(F)cc2F)c2ccccc2c1=O)c1cnccn1 under APJ ag: -6
Reading for Cc1ccc(S(=O)(=O)NCCNC(=O)CN2CCCC2)cc1 under UPR XBP1 act: 0
Reading for Cc1cc(C)nc(N/N=C/c2ccccc2Cl)n1 under Mdm2 MdmX PPI: -36
Reading for CC(C)=C1C2CCC1C1C(=O)N(NC(=O)COc3ccc(Cl)c(C)c3)C(=O)C21 (stereo not drawn) under tim23-1 inh: 35

(continued)
SMILES	UPR XBP1 act	Mdm2 MdmX PPI	Jurkat NFkB inh	APJ ag	697 NFkB inh	tim23-1 inh	CHOP UPR activ	APJ antagonist
COc1ccccc1C/C(N)=N/OC(=O)COc1ccc(C)cc1	-1	-6	7	-3	2	17	-0.7	0
CCCCNc1c(-c2ccc(OC)c(SC3CCCCC3)c2)nc2cc(C)ccn12	4	64*	5	22	-7	-5	2.4	-5
O=C(c1nc2ccc(Cl)cn2c1CN1CCC(CO)CC1)N1CCc2ccccc2C1	-1	-22	12	0	-4	2	-1.2	0
Cc1nnc(N/N=C/c2ccccc2C(F)(F)F)n1N	-5	19	4	1	17	2	2.7	5
O=C(Cc1ccccc1)Nc1nnc(-c2ccco2)o1	-3	-46	3	-5	29	29	0.2	-5
CC1Cc2ccccc2N1C(=S)NC(=O)c1ccc(Cl)cc1Cl (stereo not drawn)	-1	40	-2	-2	-7	45	-0.2	28
CCCNC(=O)Cn1c(=O)n(CC(=O)N2CCCCC2)c(=O)c2sccc21	-2	16	5	3	-14	8	-2.0	17
NC(=O)C1=C[C@H](C2CCCCC2)C[C@H](OCc2ccc(CO)cc2)O1	6	-103	-145	1	-199	20	4.4	23
CCOC(=O)C(=CNc1ccc(C(F)(F)F)cc1)C(=O)OCC	0	16	8	-5	20	14	0.4	2
O=C(O)c1ccc(OCCOc2ccccc2)cc1	3	-12	-54	-6	-9	23	-0.7	6
COc1cc(OC)cc(C(=O)Nc2ccn(C)n2)c1	-1	-3	13	-4	15	-15	1.1	-2
CCOC(=O)c1[nH]c2ccccc2c1NC(=S)Nc1cc(C)ccc1C	1	-12	-4	-2	16	16	5.4	11
COCCNC(=O)CC(NS(=O)(=O)c1ccc(C)cc1)c1ccco1 (stereo not drawn)	-2	34	-9	0	21	4	-1.1	1
OCC1(CCOc2ccccc2)CCN(Cc2ccccc2C(F)(F)F)CC1	-3	-10	5	1	11	5	1.5	-18
COC(=O)CNC(=O)CNC(=O)c1nn(-c2ccc(OC)c(OC)c2)c(=O)c2ccccc12	-6	0	-5	-3	8	12	-0.1	-4
Brc1cnc2nc(SC/C=C/c3ccccc3)[nH]c2c1	2	26	7	-1	8	-9	3.6	-2
COc1ccc(N(CC(=O)N/N=C/c2ccc(OC)cc2OC)S(=O)(=O)c2ccccc2)cc1	-3	2	-2	-3	22	16	4.3	-1
COCc1cc(C)nc(Nc2cc(C)ccc2C)c1C#N	-1	18	6	-4	7	15	-1.0	11
Clc1ccc(OCc2nc3ccccc3[nH]2)cc1	-3	-78	-75	-3	-130	13	2.7	7
CCc1ccc(NC(=O)CCc2nc3cccnc3n2Cc2ccc(OC)cc2)cc1	-2	30	2	-2	-5	17	-0.3	-5
Cc1sc(N/N=C/c2cccs2)nc1-c1ccccc1	1	-17	-57	4	-82	29	0.2	-58
C(=N\Nc1nc2ccccc2s1)/c1cccs1	2	-165	-137	-4	-327	59*	1.8	4
COc1ccc(N2CCN(c3ccc(N4C(=O)CC(C)C4=O)cc3[N+](=O)[O-])CC2)cc1 (stereo not drawn)	0	9	10	-4	31	-3	1.7	6
CCCCN1C(=O)Nc2ccccc2S1(=O)=O	-1	9	15	-3	26	5	-2.4	4
CN(Cc1ccccc1)C(=O)COc1ccc(Br)cc1Cl	2	-14	5	-6	5	25	3.6	-1
Cc1nc(N2CCC(C)CC2)c(C#N)c(C)c1[N+](=O)[O-]	-2	30	-1	-2	-6	-8	-1.2	-18
CCOC(=O)N1CCN(C(=O)c2ccc(NC(C)=O)cc2)CC1	-2	8	-5	-3	6	11	1.7	4
Cc1cccc(-c2c(NC(=O)c3ccco3)oc3ccc(Cl)cc3c2=O)c1	-6	19	26	2	14	15	0.0	-17
